TcdB inh – inhibitors of Clostridioides difficile toxin B glycohydrolase; P18177; 350,000 tested, 0.24% active; inhibition, % at 9.99 µM; TcdB glycohydrolase enzymatic assay, plate reader; in the data active = inhibition above about 10%
Target sequence (P18177 whole entry, looked up): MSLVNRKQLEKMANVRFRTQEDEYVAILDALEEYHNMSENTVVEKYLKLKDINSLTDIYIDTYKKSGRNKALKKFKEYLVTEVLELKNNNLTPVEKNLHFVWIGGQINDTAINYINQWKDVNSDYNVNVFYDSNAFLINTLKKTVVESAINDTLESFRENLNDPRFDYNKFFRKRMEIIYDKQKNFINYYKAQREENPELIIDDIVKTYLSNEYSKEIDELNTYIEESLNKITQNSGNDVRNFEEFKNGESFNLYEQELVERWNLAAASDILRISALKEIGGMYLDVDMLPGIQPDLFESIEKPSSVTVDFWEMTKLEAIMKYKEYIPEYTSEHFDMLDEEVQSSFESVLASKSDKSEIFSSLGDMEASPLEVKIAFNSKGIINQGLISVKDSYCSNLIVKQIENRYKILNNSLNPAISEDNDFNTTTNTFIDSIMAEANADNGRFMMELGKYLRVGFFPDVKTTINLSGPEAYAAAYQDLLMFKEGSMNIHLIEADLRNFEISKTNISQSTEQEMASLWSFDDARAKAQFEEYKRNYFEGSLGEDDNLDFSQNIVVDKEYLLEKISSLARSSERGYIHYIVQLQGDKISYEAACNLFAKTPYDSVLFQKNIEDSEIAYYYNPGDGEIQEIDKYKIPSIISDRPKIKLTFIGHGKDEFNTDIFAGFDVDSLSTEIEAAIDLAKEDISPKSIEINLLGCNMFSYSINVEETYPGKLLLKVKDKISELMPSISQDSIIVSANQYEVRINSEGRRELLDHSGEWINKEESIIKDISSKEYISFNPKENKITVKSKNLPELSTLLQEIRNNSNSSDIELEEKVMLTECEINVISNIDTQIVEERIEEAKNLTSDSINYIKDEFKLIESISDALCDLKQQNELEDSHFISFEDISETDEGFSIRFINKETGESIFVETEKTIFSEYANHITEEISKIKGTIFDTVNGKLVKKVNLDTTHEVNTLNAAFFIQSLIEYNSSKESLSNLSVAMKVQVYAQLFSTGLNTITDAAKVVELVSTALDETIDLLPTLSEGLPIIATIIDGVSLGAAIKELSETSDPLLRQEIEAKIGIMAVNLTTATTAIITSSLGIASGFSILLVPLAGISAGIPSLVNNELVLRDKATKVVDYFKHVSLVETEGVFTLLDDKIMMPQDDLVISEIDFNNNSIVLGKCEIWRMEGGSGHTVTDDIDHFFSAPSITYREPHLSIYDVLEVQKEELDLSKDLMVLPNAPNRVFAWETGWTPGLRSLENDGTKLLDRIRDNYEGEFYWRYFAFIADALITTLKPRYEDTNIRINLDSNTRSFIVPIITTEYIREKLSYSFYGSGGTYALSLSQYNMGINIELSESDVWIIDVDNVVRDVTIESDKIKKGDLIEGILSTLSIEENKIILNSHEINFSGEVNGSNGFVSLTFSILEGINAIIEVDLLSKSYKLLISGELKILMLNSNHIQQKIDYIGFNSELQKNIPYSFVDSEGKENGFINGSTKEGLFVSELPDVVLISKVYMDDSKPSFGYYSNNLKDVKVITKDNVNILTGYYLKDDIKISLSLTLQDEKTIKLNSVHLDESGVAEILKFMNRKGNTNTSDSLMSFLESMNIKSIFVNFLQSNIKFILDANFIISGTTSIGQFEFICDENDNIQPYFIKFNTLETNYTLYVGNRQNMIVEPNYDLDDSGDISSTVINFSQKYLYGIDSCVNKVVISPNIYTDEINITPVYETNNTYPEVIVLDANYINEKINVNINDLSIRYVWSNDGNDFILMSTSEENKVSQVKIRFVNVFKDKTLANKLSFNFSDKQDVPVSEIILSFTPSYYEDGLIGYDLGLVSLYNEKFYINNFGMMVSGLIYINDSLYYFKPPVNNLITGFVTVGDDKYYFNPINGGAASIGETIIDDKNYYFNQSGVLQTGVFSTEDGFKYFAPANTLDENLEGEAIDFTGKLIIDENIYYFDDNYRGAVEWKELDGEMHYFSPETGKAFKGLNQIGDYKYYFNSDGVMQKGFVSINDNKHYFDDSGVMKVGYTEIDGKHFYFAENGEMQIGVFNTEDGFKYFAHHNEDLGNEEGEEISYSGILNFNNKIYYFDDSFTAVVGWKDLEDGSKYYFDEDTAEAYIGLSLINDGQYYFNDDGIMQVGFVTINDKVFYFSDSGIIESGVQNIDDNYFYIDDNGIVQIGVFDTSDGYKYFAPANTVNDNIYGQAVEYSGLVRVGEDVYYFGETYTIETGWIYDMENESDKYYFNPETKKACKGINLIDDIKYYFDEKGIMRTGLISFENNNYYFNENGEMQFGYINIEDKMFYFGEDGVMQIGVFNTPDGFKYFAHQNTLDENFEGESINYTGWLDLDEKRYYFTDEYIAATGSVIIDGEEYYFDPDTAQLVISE
Vc quorum ag – inducers of Vibrio cholerae quorum light production without autoinducers. V. cholerae BH1578 lux reporter, luminescence, 6 h. activation, % at 18.7 µM. 350,000 tested, 0.16% active; in the data active = activation mostly above about 9.7%, no sharp cut-off; inconclusive = no clear call, values can overlap the other calls; inactive = mostly below about 3.7%; also: not every result past the cut was called active; inactives centre near 0; reference of the scale not given here
VHR inh abs – DUSP3 (human) phosphatase inhibition; P51452; recombinant VHR phosphatase, pNPP absorbance; inhibition, % at 13.3 µM; 290,000 tested, 0.52% active; AID 1654; in the data active = inhibition above about 50%; also: some compounds called inactive have numbers as strong as hits
PfHsp40 rescue – restores yeast growth despite PfHsp40 toxicity. AID 504582. S. cerevisiae expressing PfHsp40, growth rescue, ATP luminescence. growth rescue, % at 12.5 µM. 340,000 tested, 0.68% active; in the data active = growth rescue above about 28%, passing the limit was not always enough; inconclusive = no clear call, values can overlap the other calls;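 also: yeast W303a lacking pdr1 and pdr3 grown in galactose medium; growth measured after three days at 30 °C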
Y pestis TopoI – inhibitors of Yersinia pestis topoisomerase I | Y. pestis Topo-I cleavage product accumulation, plate reader | activity, % at 10 µM | 360,000 tested, 0.064% active | AID 504884; in the data active = activity above about 50%, passing the limit was not always enough; inconclusive = no clear call, values can overlap the other calls; also: inactives centre near 2
BoNT-A LC inh2 – inhibitors of Botulinum neurotoxin A light chain protease; multiplex microsphere protease substrate cleavage, flow cytometry; inhibition, % at 10 µM; 360,000 tested, 0.17% active; also: plate controls were buffer without enzyme for full effect and enzyme alone for no effect
Anthrax LF inh2 – blocks Bacillus anthracis lethal factor protease; multiplex microsphere protease cleavage assay, LF; inhibition, % at 10 µM; 360,000 tested, 0.12% active; AID 588501; also: plate controls were buffer without enzyme for full effect and enzyme alone for no effect
3CLpro inhibitor – SARS-CoV 3CLpro protease inhibition; 290,000 tested, 0.14% active; inhibition, % at 6 µM; recombinant SARS-CoV 3CLpro, quenched FRET peptide cleavage; P0C6X7; in the data active = inhibition above about 12%
SSB-PriA inh – blocks PriA binding to SSB C-terminal tail; AlphaScreen SSBct-PriA binding, biotinylated peptide; inhibition, % at 33 µM; 430,000 tested, 0.6% active; in the data active = inhibition mostly above about 37%, no sharp cut-off; inactive = mostly below about 20%;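 also: plate controls were negative control peptide for no effect and reference peptide for full effect; strong numbers were not always called active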
CCHFV vOTU inh – CCHFV vOTU protease inhibition | Pep-AMC fluorescence | inhibition, % at 11.5 µM | 370,000 tested, 0.55% active | AID 651958; in the data active = inhibition above about 30%; also: 0% = vehicle wells with enzyme and 100% = no enzyme wells
Active calls of the source: *; i = inactive; ? = inconclusive; . = not tested or not shown; & = joins results of further samples. Rule as the data show it, unless noted: active = inhibition above about 30%; inconclusive = no clear call, values can overlap the other calls; inactive = below that. These rows are one share of the data; count on the stated rates, not on these rows.

SMILES	TcdB inh	Vc quorum ag	VHR inh abs	PfHsp40 rescue	Y pestis TopoI	BoNT-A LC inh2	Anthrax LF inh2	3CLpro inhibitor	SSB-PriA inh	CCHFV vOTU inh
COCCNc1ccc(S(=O)(=O)N2CCCC2)cn1	0.9	-0.3	9	-2.3	-2	1.0	-1	-1	-4	7
C[C@@H](OC(=O)c1[nH]cnc1C(=O)N1CCc2ccccc2C1)c1ccccc1	0.3	-1.4	.	?	22	0.7	-12	.	-12	8
Cc1cc(Br)ccc1S(=O)(=O)n1ccnc1C	1.9	0.7	5	1.6	-1	-0.9	-4	1	-19	-2
COc1ccc(C2C(C(=O)c3ccccc3)=C(C)Nc3nc4ccccc4n32)cc1OC (stereo not drawn)	0.1	-0.2	15	1.0	3	-0.4	0	0	4	2
Cc1cccc(C)c1C(O)c1ncc(-c2ccccc2C(F)(F)F)[nH]1 (stereo not drawn)	-1.5	-0.4	.	.	-2	-0.6	-1	.	.	6
O=C(CSc1ncnc2c1oc1ccccc12)Nc1ccccc1F	2.4	-0.4	17	-0.1	5	-1.1	1	-2	-16	15
Cc1snc(SCc2ccc(F)cc2)c1C#N	1.1	0.6	18	-1.3	-5	-2.8	-2	1	-40	12
Cc1cc(C)nc(SCC(=O)Nc2cccc(S(=O)(=O)N(C)C)c2)n1	1.8	0.3	9	0.4	-2	-0.3	0	3	-1	-16
N#Cc1c(-c2ccc(Cl)cc2)ccnc1N1CCOCC1	2.5	-0.4	17	1.1	15	0.8	-4	1	-43	-3
O=S1(=O)CC2(N3CCOCC3)CCCCCCC21 (stereo not drawn)	0.1	-0.2	4	2.7	4	-1.9	0	1	-8	-18

Next part (four carried over from the part before).
SMILES	TcdB inh	Vc quorum ag	VHR inh abs	PfHsp40 rescue	Y pestis TopoI	BoNT-A LC inh2	Anthrax LF inh2	3CLpro inhibitor	SSB-PriA inh	CCHFV vOTU inh
Cc1snc(SCc2ccc(F)cc2)c1C#N	1.1	0.6	18	-1.3	-5	-2.8	-2	1	-40	12
Cc1cc(C)nc(SCC(=O)Nc2cccc(S(=O)(=O)N(C)C)c2)n1	1.8	0.3	9	0.4	-2	-0.3	0	3	-1	-16
N#Cc1c(-c2ccc(Cl)cc2)ccnc1N1CCOCC1	2.5	-0.4	17	1.1	15	0.8	-4	1	-43	-3
O=S1(=O)CC2(N3CCOCC3)CCCCCCC21 (stereo not drawn)	0.1	-0.2	4	2.7	4	-1.9	0	1	-8	-18
Cc1cc(C)c(NC(=S)N(CCN2CCCCC2)Cc2ccco2)c(C)c1	1.4	-0.8	16	0.1	6	2.7	-2	3	8	10
Cc1cc(C(=O)N/N=C/c2cccc3ccccc23)c(C)o1	1.1	-0.4	45	0.0	3	-1.5	-1	1	.	11
Cc1cc(C)c2nc(-c3ccccn3)cc(C(=O)N3CCCC3)c2c1	1.9	i	6	-0.1	19	0.5	1	-2	-8	-11
COC1CCCN(C(=O)c2cccc(OC3CCN(S(C)(=O)=O)CC3)c2)C1 (stereo not drawn)	0.6	i	2	-0.6	-9	-1.6	2	-2	-6	-21
O=C(c1cn2ccccc2n1)N1CCCC(Nc2ccc(F)c(F)c2)C1 (stereo not drawn)	0.7	.	5	-1.7	4	-1.9	1	0	2	11
Cc1ccc(-c2nc(C(=O)NC3CCCCCC3)no2)cc1	0.8	i	.	12	23	0.0	0	-2	-8	0
O=C(CCc1nc(-c2ccccc2Cl)no1)NCc1ccco1	0.8	-0.3	22	0.1	5	0.4	-2	4	19	12
NC(=O)C1CCN(C(=O)Cc2ccc([N+](=O)[O-])cc2)CC1	0.7	-0.2	-1	-0.3	-1	-0.5	2	-2	-9	-6
Cc1[nH]c(SCC(=O)c2c(N)n(C)c(=O)n(C)c2=O)nc1Cc1ccccc1	5.2	-8.3	.	1.8	2	-0.3	3	.	0	-22
Nn1c(SCc2ccccn2)nncc1=O	4.1	-0.7	29	1.4	4	0.1	-1	1	7&-11	-4
Cc1ccc(S(=O)(=O)NC2c3cccc4cccc(c34)C2Sc2ncccn2)cc1 (stereo not drawn)	.	0.2	-3	1.2	16	-0.5	-1	8	2	-14
O=C(NC1CCCC1)c1cccc(S(=O)(=O)N2CCCCC2)c1	.	i	-1	0.7	-7	-0.9	-1	5	-13	5
COc1ccc(CNC(=O)C2CCC(CNc3c(N4CCC(C)CC4)c(=O)c3=O)CC2)cc1 (stereo not drawn)	0.9	0.1	12	-1.1	26	-0.7	-6	-1	-2	-5
CCN1CCN(C(=S)NCC2CCCO2)CC1 (stereo not drawn)	0.7	-0.6	0	-1.0	-1	-1.3	-5	-1	0	-10
Cc1ccc(C)c(N(C(=O)c2csnn2)C(C(=O)NC2CCCCC2)c2cccnc2)c1 (stereo not drawn)	0.8	0.1	22	-0.9	-5	-0.8	1	0	7	13
Cc1cc(Cl)c2oc(C(=O)NC3CCC(O)CC3)c(C)c2c1 (stereo not drawn)	0.4	i	-6	0.1	19	-0.2	-14	2	-10	-9
O=C(Nc1ccc2ccccc2c1)Nc1ccc2snnc2c1	.	i	18	-1.7	-3	0.9	3	3	1	8
CN(C)C(=S)c1ccc(N(C)C)cc1	0.6	-0.5	-3	-1.1	-4	-0.6	0	4	4	-4
Cc1nn(-c2ccc(N3CCOCC3)nn2)c(C)c1CCC(=O)NCc1ccccc1	-0.7	-1.0	-17	-0.9	-2	-0.4	1	-1	-2	-1
COc1ccc(Cl)cc1C(=O)NC1=NCCS1	1.0	0.0	20	0.6	1	0.5	0	6	-3	-14

2 entries drawn at random from the list so far:
SMILES	TcdB inh	Vc quorum ag	VHR inh abs	PfHsp40 rescue	Y pestis TopoI	BoNT-A LC inh2	Anthrax LF inh2	3CLpro inhibitor	SSB-PriA inh	CCHFV vOTU inh
COc1ccc(CNC(=O)C2CCC(CNc3c(N4CCC(C)CC4)c(=O)c3=O)CC2)cc1 (stereo not drawn)	0.9	0.1	12	-1.1	26	-0.7	-6	-1	-2	-5
COc1ccc(Cl)cc1C(=O)NC1=NCCS1	1.0	0.0	20	0.6	1	0.5	0	6	-3	-14

The list continues:
SMILES	TcdB inh	Vc quorum ag	VHR inh abs	PfHsp40 rescue	Y pestis TopoI	BoNT-A LC inh2	Anthrax LF inh2	3CLpro inhibitor	SSB-PriA inh	CCHFV vOTU inh
CCn1cc(CNC(=O)CCc2nnc(CCC3CCCCC3)o2)cn1	-0.2	i	8	-0.8	-2	-0.6	0	2	-1	4
CC1(C)N=C(SCC(=O)Nc2ccc(Cl)cc2Cl)C(c2ccccc2)=N1	.	i	18	-0.9	1	-0.6	2	-3	-23	3
Cc1c(C(=O)Nc2ccc(Cl)cn2)oc2ccccc12	.	i	12	0.6	-5	-0.5	-6	-3	-9	-7
c1ccc(-c2cnc(CSc3nnc4ccccn34)o2)cc1	.	3.2	15	-0.7	5	1.7	3	2	-16	-13
C=CCNC(=O)c1snnc1-c1ccccc1	.	i	-2	-0.3	-2	0.2	2	1	-2	8
CCn1c(COc2ccccc2Cl)nnc1SCC(=O)Nc1ncccc1C	.	-2.6	21	-2.2	5	1.5	0	-2	-12	7
Cc1ccc(NCc2n[nH]c(=S)n2Cc2ccccc2)cc1Cl	1.8	i	-6	0.2	-3	-2.1	-3	0	11	-3
COC(=O)CSc1nnc2n(C3CCCCC3)c(=O)c3c4c(sc3n12)CCCC4	.	-3.6	4	-0.9	13	-0.1	1	3	-14	1
CC(NCC(=O)Nc1cc(S(=O)(=O)N2CCOCC2)ccc1N1CCOCC1)c1ccco1 (stereo not drawn)	0.9	i	.	-0.9	15	-0.1	6	.	-10	7
C=CCNC(=S)NNc1nc2c(c(=O)[nH]1)C1(CCCC1)Cc1ccccc1-2	2.0	-1.8	28	1.4	12	0.1	0	1	-9	8
O=C(Nc1ccc(C(=O)NN2C(=O)c3ccccc3C2=O)cc1)c1ccccc1	0.7	-1.2	12	0.1	2	-1.6	-4	2	-17	6
CCCC(=O)Nc1nnc(SCC(=O)Nc2ccc3c(c2)OCO3)s1	1.8	0.2	4	0.3	-8	0.7	1	4	-15	-8
C[C@@H]1CCCCO[C@H](CN(C)S(=O)(=O)c2cn(C)cn2)[C@H](C)CN([C@@H](C)CO)C(=O)c2cc(NC(=O)c3ccccc3)ccc2O1	0.6&0.9	-2.3	.	.	17	-0.6	4	.	.	0
O=C1CC(=O)N(c2cccc(C(F)(F)F)c2)C(=O)N1	1.4	i	9	-0.1	-1	-7.0	10	3	3	3
COc1ccc(OC)c(NC(=O)CN2CCC(NC(=O)c3ccccc3C)CC2)c1	-0.8	i	22	0.3	12	1.1	-12	-4	-4	1
Fc1ccc(Cn2nnnc2C(c2ccc(F)cc2)N2CC=C(c3ccc(F)cc3)CC2)cc1 (stereo not drawn)	1.5	0.9	-1	0.5	-1	0.1	0	-2	-15	-8
Cc1c(Cl)cccc1Nc1nc(N)nc(CSCCO)n1	.	1.3	-13	0.5	-13	-0.3	0	-8	1	4
COc1ccc(C(=O)NC(=S)Nc2ccc(S(N)(=O)=O)cc2)cc1	1.2	-0.1	-4	-0.7	-1	0.1	-7	2	-4	-4
COc1ccc(OCC(O)CN2CCC(CN3C(=O)c4cccc5cccc(c45)C3=O)CC2)cc1 (stereo not drawn)	2.4	-0.2	.	0.3	14	-1.6	4	.	15	2
Cn1nc([N+](=O)[O-])nc1N1CCN(c2ccc(F)cc2)CC1	.	-0.4	23	-1.3	-10	0.5	0	-1	1	-19
CCCCN(C)C1CCN(C(=S)Nc2ccc(OCC)cc2)CC1	-0.4	-0.4	18	-0.4	-1	0.0	5	0	-6	-9
COc1cccc(-c2cnc(C(O)c3cccc(F)c3)[nH]2)c1 (stereo not drawn)	1.2	i	.	.	1	-0.8	1	.	.	-7
CC(C)C(Nc1ccc(C(F)(F)F)cc1[N+](=O)[O-])C(=O)O (stereo not drawn)	1.3	i	9	4.5	-3	-1.0	-1	8	-9	21
CCCOC(=O)C1=C(C)OC23OC(N)=C(C#N)C12C(=O)c1ccccc13 (stereo not drawn)	.	-5.3	9	6.2	6	-0.3	-6	-3	-15	-12
COC(=O)c1c(C)oc(C)c1S(=O)(=O)NCc1ccco1	0.5	i	-4	-0.3	-10	?	-16	5	-8	-9
CCCC(=O)N(Cc1cc(=O)[nH]c2ccccc12)c1cccc(C)c1	0.6	i	13	-0.6	19	-1.4	5	1	15	-6
CN(C)c1cccc(C(=O)Nc2ccc(S(=O)(=O)Nc3nccs3)cc2)c1	.	0.4	.	-0.5	8	0.8	-3	.	-5	0
Cc1cccc(-c2nnc(-c3ccccc3)o2)c1	.	-0.3	4	0.7	18	0.4	-2	-1	-38	-2
CCCCNC(=O)Cn1c(=O)c2c(ncn2CCC(C)C)n(Cc2ccccc2)c1=O	-0.5	-0.1	11	0.3	12	-0.4	2	-1	-17	4

3 entries already listed, ordered by number of heavy atoms, falling:
SMILES	TcdB inh	Vc quorum ag	VHR inh abs	PfHsp40 rescue	Y pestis TopoI	BoNT-A LC inh2	Anthrax LF inh2	3CLpro inhibitor	SSB-PriA inh	CCHFV vOTU inh
CCCOC(=O)C1=C(C)OC23OC(N)=C(C#N)C12C(=O)c1ccccc13 (stereo not drawn)	.	-5.3	9	6.2	6	-0.3	-6	-3	-15	-12
CCCCN(C)C1CCN(C(=S)Nc2ccc(OCC)cc2)CC1	-0.4	-0.4	18	-0.4	-1	0.0	5	0	-6	-9
Cc1cccc(-c2nnc(-c3ccccc3)o2)c1	.	-0.3	4	0.7	18	0.4	-2	-1	-38	-2

Assay outcomes: PubChem, several laboratories
